Bioassay records deposited in PubChem by several laboratories.
CRFBP-R2 block: antagonists of CRF-binding protein/CRF-R2 receptor complex | HEK293 CRF-R2/CRF-BP, CRF-induced calcium fluorescence | inhibition, % at 11.8 µM | 350,000 compounds, 0.59% hits | AID 588475;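 active means inhibition of the ligand-induced calcium signal above about 50% at the single tested concentration, limit read from the data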
CRFR2-BP ag: agonists of human CRF-binding protein/CRF-R2 receptor complex; HEK293 CRF-R2/CRF-BP, calcium dye fluorescence (FLIPR); percent of saturating CRF peptide response; activation, % at 13.2 µM; 350,000 compounds, 0.46% hits;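 active means activation of at least 50%, plus an integration ratio under a set limit after plate pattern correction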;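 further: plate controls were neutral control wells without compound for no effect and CRF at EC100 for full effect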
CHRM4 agonist: agonists of human muscarinic M4 receptor (CHRM4) | CHO-K1 hM4/Gqi5, Fluo-8 calcium fluorescence; vehicle 0%, full acetylcholine response 100% | 360,000 compounds, 0.14% hits | activation, % at 3 µM | P08173;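 active means activation above the run mean over all test wells plus 3 SD, cut at about 32% in these data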;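 further: peak over basal fluorescence ratio per well then scaled between controls; 0% = DMSO wells and 100% = acetylcholine at EC100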
Target sequence (P08173 whole entry, looked up): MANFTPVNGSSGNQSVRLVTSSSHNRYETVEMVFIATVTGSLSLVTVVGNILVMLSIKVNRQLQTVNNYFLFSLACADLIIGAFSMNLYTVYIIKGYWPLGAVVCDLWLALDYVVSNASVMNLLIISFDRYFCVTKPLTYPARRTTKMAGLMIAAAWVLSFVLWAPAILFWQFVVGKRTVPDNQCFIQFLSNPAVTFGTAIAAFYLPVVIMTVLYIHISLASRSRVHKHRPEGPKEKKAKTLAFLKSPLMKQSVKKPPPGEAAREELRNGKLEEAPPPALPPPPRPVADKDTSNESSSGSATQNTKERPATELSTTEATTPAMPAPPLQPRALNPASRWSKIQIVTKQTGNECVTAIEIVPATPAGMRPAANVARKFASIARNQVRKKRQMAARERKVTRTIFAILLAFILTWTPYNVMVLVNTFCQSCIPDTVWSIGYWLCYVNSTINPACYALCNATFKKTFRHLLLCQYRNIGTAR
CHRM4 antagonist: antagonists of human muscarinic M4 receptor (CHRM4) | P08173 | CHO-hM4 cells, ACh EC80, Fluo-8 calcium fluorescence | inhibition, % at 3 µM | 360,000 compounds, 0.73% hits;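 active means inhibition above its plate's cutoff, the mean inhibition of sample wells plus 3 SD, cut at about 27% in these data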;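 further: 0% = acetylcholine EC80 with DMSO and 100% = DMSO without agonist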
M4 PAM: CHRM4 positive allosteric modulation; P08173; 360,000 compounds, 0.4% hits; activation, % at 3 µM; CHO-K1 hM4/Gqi5, Fluo-8 calcium fluorescence, ACh EC20; 0% = ACh EC20, 100% = maximal ACh;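 active means activation above its plate's cutoff, the mean activation of sample wells plus 3 SD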; further: some results filed as inactive read as strong as hits
CHRM5 antagonist: CHRM5 antagonism in calcium assay | CHO-hM5 cells, Fluo-8 calcium fluorescence, ACh EC80 | inhibition, % at 3 µM | 360,000 compounds, 0.59% hits;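 active means inhibition above a per-plate cutoff, the mean of that plate's test compounds plus 3 SD, cut at about 27% in these data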;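 further: 0% = acetylcholine EC80 with DMSO and 100% = DMSO without agonist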
Target sequence (P08912 whole entry, looked up): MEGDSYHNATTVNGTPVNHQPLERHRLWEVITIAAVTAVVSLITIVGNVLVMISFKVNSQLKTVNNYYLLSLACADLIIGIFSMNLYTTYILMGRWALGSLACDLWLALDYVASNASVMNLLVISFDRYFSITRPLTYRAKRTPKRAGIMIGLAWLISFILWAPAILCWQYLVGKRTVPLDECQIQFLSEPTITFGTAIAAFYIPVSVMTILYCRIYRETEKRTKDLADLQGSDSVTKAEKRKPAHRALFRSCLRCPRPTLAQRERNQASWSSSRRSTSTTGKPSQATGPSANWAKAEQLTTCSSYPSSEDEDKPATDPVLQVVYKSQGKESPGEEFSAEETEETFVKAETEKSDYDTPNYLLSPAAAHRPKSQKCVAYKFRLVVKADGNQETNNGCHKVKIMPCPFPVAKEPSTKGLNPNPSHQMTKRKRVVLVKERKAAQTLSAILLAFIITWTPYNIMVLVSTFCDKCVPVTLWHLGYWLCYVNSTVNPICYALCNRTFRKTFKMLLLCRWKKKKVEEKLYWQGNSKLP
IDE cell inh: cellular human IDE inhibition | HEK cells, FAbetaB cleavage, fluorescence polarization | AID 434962 | inhibition, % at 5.59 µM | 320,000 compounds, 0.41% hits;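 active means percent inhibition above the average of all tested compounds plus 3 SD, set per screening campaign, cut at about 16% in these data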;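 further: IDE supplied by intact live HEK cells; FP after avidin binding of uncleaved biotin substrate so inhibition keeps polarization high; 0% = DMSO wells and 100% = 60 µM reference IDE inhibitor Ii1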
M5 ag: agonists of human muscarinic M5 receptor (CHRM5) | P08912 | CHO-K1 hM5 cells, Fluo-8 calcium fluorescence; 0% DMSO wells, 100% maximal acetylcholine response | activation, % at 3 µM | 360,000 compounds, 0.19% hits | AID 624037;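 active means activation above the run's mean over test compounds plus 3 SD, cut at about 23% in these data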;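 further: signal is peak over basal fluorescence ratio across the kinetic read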
M5 PAM: CHRM5 positive allosteric modulation. P08912. CHO-K1 hM5, Fluo-8 calcium, ACh EC20 PAM; 0% = ACh EC20, 100% = ACh EC100. activation, % at 3 µM. 360,000 compounds, 0.3% hits;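 active means activation above the run cutoff, the mean activation of all test compounds plus 3 SD, cut at about 18% in these data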
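Measured by: Fluo-8 calcium fluorescence; material: human M5 receptor in CHO-K1 cells; schedule: Post-acetylcholine fluorescence recording 140 s; benchmarks: low control EC20 acetylcholine (0%), high control EC100 acetylcholine (100%); read-out: Max/basal fluorescence ratio as % of EC20–EC100 ACh window; compound: single dose, 3 µM nominal final test concentration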
* = called active by the depositor; nt = no result given. Rows were taken by chance. Share with any hit: about 2.9%.

SMILES	CRFBP-R2 block	CRFR2-BP ag	CHRM4 agonist	CHRM4 antagonist	M4 PAM	CHRM5 antagonist	IDE cell inh	M5 ag	M5 PAM
Cc1ccc(-c2nnc(NCc3nc4ccccc4[nH]3)c3ccccc23)cc1S(=O)(=O)N(C)C	9	0.8	7	20	-14	21	4	-2	-13
O=Nc1c2cc(-c3ccccc3)[nH]nc-2c2ccccc12	2	-0.6	5	-4	6	1	nt	0	-5
COc1ccc(C(=O)Nc2ccc3nc4n(c(=O)c3c2)CCCCC4)cc1OC	62*	-0.1	1	-1	1	1	nt	1	5
COc1cccc(/C=N/n2c(C3CCCCC3)n[nH]c2=S)c1	2	-0.2	-1	-1	-1	0	3	-2	-5
COCCN1C(=O)CS/C1=C(/C#N)C(=O)NCc1ccco1	-5	-1.5	1	-2	2	16	5	0	-4
O=C(COC(=O)/C=C/c1ccccc1)NCC1CCCO1 (stereo unspecified)	7	-1.0	2	-6	3	-3	2	1	8
COc1ccc2oc(C(=O)N3CCN(c4ncccn4)CC3)c(C)c2c1	-10	0.0	7	-5	-2	-1	-2	1	-1
C=CCn1c(/N=C/c2ccc(N(C)C)cc2)nc2ccccc21	-115	36	0	3	4	7	-3	0	4
Cc1ccc(C(c2nnnn2CS(=O)(=O)c2ccc(C)cc2)N2CCC(C)CC2)cc1 (stereo unspecified)	-25	4.9	0	2	11	3	2	-1	-5
CCCCN1C(=S)NC[C@@H]1c1ccccc1	2	-3.5	1	4	12	7	1	-11	-2
CCN(CC)CC(=O)Nc1sc(C)cc1C(=O)c1ccccc1	-6	0.0	-2	-5	0	-2	-4	-3	1
Cc1ccc(N2C(=O)C3ON(c4ccccc4)C(CC(C)C)C3C2=O)cc1 (stereo unspecified)	-9	2.7	0	-16	4	-7	2	-1	3
Oc1ccc(/C=N/NC(=S)NCCN2CCOCC2)c(O)c1	11	-1.4	1	2	-3	0	-4	-1	2
Cc1onc(-c2ccccc2)c1C(=O)NCC1CCCO1 (stereo unspecified)	-1	-1.0	0	-4	9	4	1	-1	6
COc1cc(-c2noc(-c3ccccc3C(=O)NCc3ccco3)n2)cc(OC)c1OC	-10	-3.5	12	5	-12	11	8	4	-15
N#Cc1ccccc1COC(=O)CCCC1=NS(=O)(=O)c2ccccc2N1	3	3.4	17	-29	7	15	5	4	-12
COc1ccc(CC(=O)OCC(=O)Nc2ncc(Cl)cc2Cl)cc1OC	3	0.1	2	27*	11	5	-1	2	15
CCCOc1ccc(F)cc1-c1cc(C(=O)NCCOC)[nH]n1	nt	nt	1	-1	3	16	nt	2	6
COc1ccc(CC(N)c2csc(Nc3ccc(C(C)=O)cc3)n2)cc1 (stereo unspecified)	nt	nt	11	-21	-5	2	nt	2	-4
Cc1cc(=O)n2c3ccccc3n(CC(O)CN3CCN(CCO)CC3)c2c1C#N (stereo unspecified)	-8	-0.9	0	9	-6	-1	6	-2	3

3 compounds from above, sorted by the value under M5 PAM, highest first.
SMILES	CRFBP-R2 block	CRFR2-BP ag	CHRM4 agonist	CHRM4 antagonist	M4 PAM	CHRM5 antagonist	IDE cell inh	M5 ag	M5 PAM
COc1ccc(CC(=O)OCC(=O)Nc2ncc(Cl)cc2Cl)cc1OC	3	0.1	2	27*	11	5	-1	2	15
COc1ccc2oc(C(=O)N3CCN(c4ncccn4)CC3)c(C)c2c1	-10	0.0	7	-5	-2	-1	-2	1	-1
O=Nc1c2cc(-c3ccccc3)[nH]nc-2c2ccccc12	2	-0.6	5	-4	6	1	nt	0	-5

The list goes on.
SMILES	CRFBP-R2 block	CRFR2-BP ag	CHRM4 agonist	CHRM4 antagonist	M4 PAM	CHRM5 antagonist	IDE cell inh	M5 ag	M5 PAM
CCCOc1ccc(C2C(C(=O)c3ccco3)=C(O)C(=O)N2CCCn2ccnc2)cc1 (stereo unspecified)	-13	0.8	1	5	4	2	6	-9	13
CCCOc1ccc(C(CC(=O)O)NC(=O)c2ccc3c(c2)OCO3)cc1 (stereo unspecified)	1	-0.2	0	4	-1	10	0	-2	0
O=C(O)c1ccc2c(c1)S(=O)(=O)N=C1CCCCCN12	6	3.0	0	3	-5	-2	2	-2	5
CCn1c2c(c3ccc(OC)cc31)CCCC2=O	36	-0.9	-1	-5	3	-1	1	-4	-3
CCOc1ccccc1NC(=O)Nc1cnccn1	2	-1.6	0	6	-2	3	3	0	1
COc1ccccc1CSc1nc2c(c(=O)n(C)c(=O)n2C)n1C	0	-8.4	1	-14	4	-4	nt	1	5
O=C(NNC(=O)c1sc2cccc(Cl)c2c1Cl)NC1CCCCC1	18	-0.5	1	-4	3	3	1	-3	8
N#Cc1c(CSCC(=O)O)cc(=O)n2c1[nH]c1ccccc12	-16	-0.9	1	7	10	4	-1	-3	-9
Cc1cc(=O)n2[nH]c(-c3cccc(Cl)c3)cc2n1	33	-0.8	1	4	-6	12	-1	-4	-7
CCC(C)c1ccccc1NC(=O)COC(=O)c1ccc(C)c(NC(=O)c2ccco2)c1 (stereo unspecified)	-9	-1.2	8	-1	-10	-1	0	2	-1
COC1=CC(=O)OC(c2ccc(C#N)cc2)C1 (stereo unspecified)	nt	nt	2	0	-2	0	nt	0	-2
CCC(CC)C(=O)Nc1c2c(nn1-c1ccc(F)cc1)CS(=O)(=O)C2	-4	1.0	0	4	-3	0	-3	-2	-4
COc1ccc(C2C(C(C)=O)=C(C)Nc3ncnn32)c(OC)c1OC (stereo unspecified)	3	-1.2	1	10	3	8	9	-3	5
CCCC(O)(CCN1CCOCC1)c1ccc(Cl)cc1 (stereo unspecified)	15	-4.3	1	22	-40	19	0	-19	-30
CC(=O)c1ccc2c3c(cccc13)CC2	7	1.7	-1	2	-1	3	0	-10	-1
COc1ccccc1-n1c(C)nnc1SCC(=O)Nc1cccc(C(C)=O)c1	-5	2.3	1	2	-1	8	-2	1	-4
O=C(Cc1c(F)cccc1Cl)Nc1cccnc1	10	-1.1	1	1	-2	13	-5	-2	-7
COc1ccc(/C=C(\NC(=O)c2ccc(C)cc2)C(=O)Nc2c(C)n(C)n(-c3ccccc3)c2=O)cc1	5	0.5	0	3	-6	3	-5	0	-1
Cc1cc(NC(=O)CSc2nnc(C3CC3)n2N)no1	-8	-0.7	2	-17	12	-11	5	-3	6
FC(F)(F)c1ccccc1NC(=S)Nn1cnnc1	-14	2.0	1	-9	2	-27	nt	-2	10

Sorted by SMILES length (low to high): some entries from above
SMILES	CRFBP-R2 block	CRFR2-BP ag	CHRM4 agonist	CHRM4 antagonist	M4 PAM	CHRM5 antagonist	IDE cell inh	M5 ag	M5 PAM
CC(=O)c1ccc2c3c(cccc13)CC2	7	1.7	-1	2	-1	3	0	-10	-1
CCn1c2c(c3ccc(OC)cc31)CCCC2=O	36	-0.9	-1	-5	3	-1	1	-4	-3
COC1=CC(=O)OC(c2ccc(C#N)cc2)C1 (stereo unspecified)	nt	nt	2	0	-2	0	nt	0	-2
CCCC(O)(CCN1CCOCC1)c1ccc(Cl)cc1 (stereo unspecified)	15	-4.3	1	22	-40	19	0	-19	-30
O=C(O)c1ccc2c(c1)S(=O)(=O)N=C1CCCCCN12	6	3.0	0	3	-5	-2	2	-2	5
N#Cc1c(CSCC(=O)O)cc(=O)n2c1[nH]c1ccccc12	-16	-0.9	1	7	10	4	-1	-3	-9
COc1ccc(C2C(C(C)=O)=C(C)Nc3ncnn32)c(OC)c1OC (stereo unspecified)	3	-1.2	1	10	3	8	9	-3	5
COc1ccccc1-n1c(C)nnc1SCC(=O)Nc1cccc(C(C)=O)c1	-5	2.3	1	2	-1	8	-2	1	-4
CCC(CC)C(=O)Nc1c2c(nn1-c1ccc(F)cc1)CS(=O)(=O)C2	-4	1.0	0	4	-3	0	-3	-2	-4
COc1ccc(/C=C(\NC(=O)c2ccc(C)cc2)C(=O)Nc2c(C)n(C)n(-c3ccccc3)c2=O)cc1	5	0.5	0	3	-6	3	-5	0	-1

The results go on:
SMILES	CRFBP-R2 block	CRFR2-BP ag	CHRM4 agonist	CHRM4 antagonist	M4 PAM	CHRM5 antagonist	IDE cell inh	M5 ag	M5 PAM
CCCCCCCNC(=O)C1(CC2CC(c3cccc(Br)c3)=NO2)CCN(C(=O)C2CCCC2)CC1 (stereo unspecified)	-6	8.1	-1	-16	9	11	-3	0	1
COCCCNC(=O)c1csc([C@@H]2C[C@H](O)[C@@H](CO)O2)n1	nt	nt	1	-4	2	1	nt	3	6
O=C(CSc1nnc(NC2CCCCC2)s1)NC1CCS(=O)(=O)C1 (stereo unspecified)	-11	1.0	1	16	16	-5	4	2	8
CCOc1ccccc1C(=O)Nc1ccc(S(=O)(=O)N2CCN(C)CC2)cc1	-2	0.1	1	-1	-4	1	nt	-2	3
CC1(C)CC(=O)C2=C(C1)Oc1ncn(CCCO)c(=N)c1C2c1ccccc1 (stereo unspecified)	-12	-1.1	1	-12	2	-8	-2	0	-5
CCNC(=S)Nc1ccc2c(c1)c(=O)n(C)n2Cc1ccc(Cl)cc1	nt	nt	3	-6	5	1	nt	0	0
COc1ccccc1OCc1nnc(SCC(=O)NCc2ccco2)n1Cc1ccco1	-25	2.6	0	-2	4	10	-2	1	-5
CCCNC(=O)C1(C)CCCN(C(=O)c2ccc3snnc3c2)C1 (stereo unspecified)	nt	nt	1	7	0	-1	nt	2	1
Cc1c(CC(=O)O)c(=O)oc2cc(OCc3ccc(Br)cc3)ccc12	3	-0.3	2	-4	1	3	-12	-1	1
COc1ccc(OC)c(-c2c(C#N)c(N)nc3c2c(=O)nc2sccn23)c1	-3	0.2	2	-6	6	9	-1	1	-2
Cc1ccc(Nc2nc3ccccc3n3nnnc23)cc1	-11	-1.0	0	2	6	11	-1	-4	0
O=C1NC[C@H](CCCCN2C[C@H](Cc3ccccc3)N(CC3CCCCC3)C(=O)C2=O)N(CCC2CCCCC2)C1=O	nt	nt	1	2	13	0	nt	2	1
COc1cccc(NC(=O)c2nnn(CC(=O)Nc3cc(C)cc(C)c3)c2N)c1	7	0.7	6	-11	9	1	6	1	5
O=C1CC(Sc2ncccn2)C(=O)N1c1ccccc1 (stereo unspecified)	7	-0.2	2	3	17	2	-2	-7	0
CN(C)S(=O)(=O)c1cc(NC(=O)CN2CCN(c3ccccc3)CC2)ccc1Cl	-6	-0.8	2	5	0	3	0	3	0
COc1cccc(NC(=O)CN(C)C(=O)c2ccc(-c3ccccc3Cl)o2)c1	-12	0.5	4	-2	1	8	-5	-2	3
CCc1nnc(NC(=O)c2ccc(Cl)nc2)s1	-3	26	1	2	-1	7	5	-2	0
O=C(c1ccc2c(c1)OCO2)C1CCCN(Cc2ccc(OC(F)F)cc2)C1 (stereo unspecified)	7	0.5	9	33*	-15	6	0	-6	-14
COc1ccc(OC)c(NC(=O)C(C)OC(=O)c2cc3ccccc3[nH]2)c1 (stereo unspecified)	-5	-1.9	5	-6	4	10	nt	-3	-12
O=C(CSc1oc(-c2ccccc2)nc1S(=O)(=O)c1ccc(F)cc1)NCC1CCCO1 (stereo unspecified)	15	-3.2	1	-3	5	-9	3	-2	0
CCOC(=O)C1=C(C)N=c2s/c(=C\c3ccc(OCC(=O)O)c(OC)c3)c(=O)n2C1c1ccc(OC)cc1 (stereo unspecified)	-16	7.6	9	20	-13	17	16	2	-9
